Screening results from PubChem.
XBP1 UPR activ – activators of adaptive arm of unfolded protein response (XBP1). CHO-XBP1 luciferase reporter, IRE1-XBP1 UPR activation, luminescence; percent of tunicamycin response, DMSO as zero. activation, % at 20 µM. hit rate 0.33% among 330,000;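 active = versus positive control, 20 µM dose yields 30% or more activation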;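 note: 100% = tunicamycin at 10 µg/mL and 0% = DMSO only wells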
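Material: CHO cell line with stable XBP1 luciferase reporter; buffer or medium: F12 medium containing 10% fetal bovine serum; compound: single point, 20 µM final compound, 1% DMSO; incubation: 6 h treatment, 37 °C; measured by: glow luminescence from Steady-Glo reagent; evaluation: activation, % of tunicamycin; control set: tunicamycin high, DMSO low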
Mdm2-MdmX inh – inhibitors of human Mdm2/MdmX interaction; O15151+Q00987; SaOS-2 split-luciferase Mdm2/MdmX complementation, luminescence; inhibition, % at 8 µM; hit rate 3% among 330,000; AID 485346;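 active = inhibition of at least 50% at 8 µM in the primary screen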
CHOP UPR activ – apoptotic UPR (CHOP) activation; activation, % at 10 µM; CHO-CHOP luciferase reporter, luminescence; percent of tunicamycin response over DMSO baseline; hit rate 0.34% among 330,000; AID 449763;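 active = at 10 µM dose, activation of 40% or more, normalized to positive control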;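 note: 100% = tunicamycin at 10 µg/mL and 0% = DMSO alone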
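Test system: CHO CHOP reporter cells. Input: 500 CHO-CHOP cells per well. Medium: F12 with 10% FBS. Technique: luciferase luminescence. Measure: percent activation relative to tunicamycin control. Dosing: 10 µM compound, 0.5% DMSO. Timing: 16-18 h cell attachment, then 6 h compound exposure, 37 °C.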
NLRP3 yeast inh – inhibitors of NALP3 inflammasome in yeast | Yeast reconstituted NLRP3/ASC/caspase-1, beta-gal luminescence, 24 h | AID 2825 | inhibition, % at 10 µM | hit rate 0.39% among 330,000;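 active = inhibition of 50% or more; inactive = inhibition below 50%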;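 note: plate controls were induced DMSO wells for no effect and uninduced yeast grown without galactose for full effect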
APJ ag – APJ receptor agonism. CHO-K1 APJ PathHunter beta-arrestin, luminescence; 0% DMSO wells, 100% apelin. activation, % at 20 µM. hit rate 0.11% among 330,000. AID 2520;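 active = activation more than six SD over the plate average, tested at 20 µM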;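 note: 0% = DMSO alone and 100% = apelin-13 at 10 nM; some results filed as inactive read as strong as hits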
Target sequence (P35414 whole entry, looked up): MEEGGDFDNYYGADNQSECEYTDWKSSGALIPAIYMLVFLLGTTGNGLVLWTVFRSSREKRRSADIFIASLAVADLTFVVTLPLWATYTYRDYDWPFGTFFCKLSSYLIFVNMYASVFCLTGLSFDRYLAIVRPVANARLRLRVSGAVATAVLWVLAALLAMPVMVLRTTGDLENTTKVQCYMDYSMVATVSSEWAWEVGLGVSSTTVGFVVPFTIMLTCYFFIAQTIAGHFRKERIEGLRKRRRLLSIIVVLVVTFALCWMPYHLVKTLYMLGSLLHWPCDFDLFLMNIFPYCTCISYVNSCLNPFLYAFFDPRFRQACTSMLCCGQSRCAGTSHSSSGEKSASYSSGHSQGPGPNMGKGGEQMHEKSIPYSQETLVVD
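Test system: CHO-K1 APJ beta-arrestin complementation cell line | Compound: Single test compound dose, 20 µM final, 1% DMSO | Incubation: Compound 90 min 25 °C, reagent 1 h | Measured by: beta-gal luminescence | Read-out basis: APJ–arrestin association signal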
TIM10 inh – TIM10 yeast growth inhibition; hit rate 1.4% among 330,000; S. cerevisiae TIM10 strain growth, BacTiter-Glo luminescence, 24 h; inhibition, % at 10 µM;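 active = inhibition of 40% or more at the single tested concentration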;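 note: wild-type TIM10 isogenic control strain grown at permissive 25 °C; 0% = DMSO yeast wells and 100% = minimal medium wells without yeast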
NR3A LBD binder – modulators (binders) of human NR3A ligand-binding domain | NR3A LBD differential scanning fluorimetry, Tm shift; 0% = protein alone, 100% = glycine-bound protein | Tm shift relative to glycine control, % at 25 µM | hit rate 2.5% among 340,000;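 active = melting temperature shift of at least 10% of the positive control shift, at one fixed dose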
tim10-1 inh – tim10-1 yeast growth inhibition; inhibition, % at 20 µM; hit rate 2.2% among 330,000; AID 463190; S. cerevisiae tim10-1 ts strain growth, BacTiter-Glo, 24 h;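 active = inhibition of at least 40%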;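 note: mutant grown at 25 °C; 0% = DMSO wells with yeast and 100% = wells holding no yeast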
tim23-1 inh – growth inhibitors of tim23-1 mutant yeast | S. cerevisiae tim23-1 growth, BacTiter-Glo luminescence, 24 h | hit rate 1.3% among 330,000 | AID 463212 | inhibition, % at 20 µM;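 active = growth inhibition of the mutant yeast at or above 50%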;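 note: temperature-sensitive mutant grown at 25 °C; plate controls were DMSO-treated mutant yeast for no effect and medium wells lacking yeast for full effect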
Starred values were filed as active, the others as inactive. This is a random part of the collection. About 8.2% of those tested had a hit in this group.

cpd	mol	XBP1 UPR activ	Mdm2-MdmX inh	CHOP UPR activ	NLRP3 yeast inh	APJ ag	TIM10 inh	NR3A LBD binder	tim10-1 inh	tim23-1 inh
1	Cc1cccc(C(=O)OCC(=O)c2c(N)n(CC(C)C)c(=O)n(C)c2=O)c1O	-6.7	32.3	0.3	17.6	-6.3	16.6	-7.5	17.5	10.4
2	O=C(CNS(=O)(=O)c1ccccc1)N1CCN(C(=O)c2ccco2)CC1	0.4	-26.0	-0.2	3.4	9.7	14.2	0.8	6.0	14.6
3	Cc1ccc(S(=O)(=O)NCC(=O)N2CCN(c3ccccc3F)CC2)cc1	-0.1	1.1	0.7	-3.9	-1.0	16.8	-1.5	12.0	15.1
4	O=C(Nc1ccc2c(c1)OCCO2)C1CCN(c2nnnn2-c2ccccc2)CC1	0.8	-1.7	-0.9	5.9	-0.6	9.8	1.6	15.8	7.4
5	Nc1c(C(=O)O)cnn1-c1ccccc1	0.6	13.6	-0.9	-1.2	0.4	6.9	3.6	2.2	-5.1
6	CN(C)c1ccc(NC(=O)/C=C/c2ccccc2Cl)cc1	1.8	-99.8	4.9	28.9	-2.3	22.9	30.6*	-1.8	-1.0
7	Cc1ccccc1NC(=S)N1CCCN(Cc2ccc(F)cc2)C1	-2.8	-9.2	1.7	-5.3	-6.9	2.1	-0.9	6.9	0.6
8	Cc1ccccc1OCC(=O)N/N=C/c1ccc([N+](=O)[O-])o1	0.8	27.2	2.7	-2.9	3.7	41.6*	0.2	44.6*	45.5
9	CCSc1nnc2c(n1)OC(C)(C)Nc1ccccc1-2	-0.2	9.7	3.0	3.3	1.3	-13.0	-3.6	-30.0	-7.8
10	O=C(Nc1ccc(N2CCN(C(=O)c3ccccc3)CC2)cc1)c1cc([N+](=O)[O-])ccc1N1CCOCC1	-2.8	9.2	0.2	20.6	1.7	23.4	0.8	12.8	17.7

From compound 6 to 8, copied from above:
cpd	mol	XBP1 UPR activ	Mdm2-MdmX inh	CHOP UPR activ	NLRP3 yeast inh	APJ ag	TIM10 inh	NR3A LBD binder	tim10-1 inh	tim23-1 inh
6	CN(C)c1ccc(NC(=O)/C=C/c2ccccc2Cl)cc1	1.8	-99.8	4.9	28.9	-2.3	22.9	30.6*	-1.8	-1.0
7	Cc1ccccc1NC(=S)N1CCCN(Cc2ccc(F)cc2)C1	-2.8	-9.2	1.7	-5.3	-6.9	2.1	-0.9	6.9	0.6
8	Cc1ccccc1OCC(=O)N/N=C/c1ccc([N+](=O)[O-])o1	0.8	27.2	2.7	-2.9	3.7	41.6*	0.2	44.6*	45.5

Next results.
cpd	mol	XBP1 UPR activ	Mdm2-MdmX inh	CHOP UPR activ	NLRP3 yeast inh	APJ ag	TIM10 inh	NR3A LBD binder	tim10-1 inh	tim23-1 inh
11	CCOC(=O)c1c(C)[nH]c(C(=O)N2CCCC(C(=O)c3cccc(OC)c3)C2)c1C (stereo not drawn)	-1.3	-1.3	2.3	1.4	-3.4	3.1	0.5	20.2	17.0
12	CCOC(=O)CCCNC(=O)c1cncc(Br)c1	1.4	6.8	1.3	18.9	-3.9	2.1	1.4	7.9	5.7
13	COc1ccc2[nH]c(C(=O)N/N=C/c3ccccc3OC)cc2c1	1.3	7.3	4.8	20.7	2.2	-0.9	5.8	12.8	41.5
14	CCOC(=O)C(=O)Nc1ncc(Cl)s1	-2.5	-1.3	2.8	18.6	1.3	17.1	-0.2	5.4	32.8
15	O=C(c1ccco1)N1CCCN(Cc2nc(-c3ccc4c(c3)OCO4)no2)CC1	0.1	-3.1	2.3	28.2	-1.8	-15.8	1.4	7.8	8.6
16	Cc1nc(NC(=O)CSc2ccc(-c3nc4ccccc4[nH]3)cn2)sc1C	53.8*	-21.6	11.0	3.0	2.5	2.3	19.6*	6.1	-4.1
17	CCOC(=O)Cc1csc(SCc2cc(=O)oc3cc(O)ccc23)n1	-0.1	-5.4	-0.2	13.7	-2.3	14.3	-1.0	12.7	18.3
18	CC(=O)N1CC(=O)N=C1SCC(=O)Nc1nc(C)c(-c2ccccc2)s1	10.8	7.8	5.2	1.4	-5.2	11.9	-5.2	5.6	16.1
19	C/C(=N\NC(=O)c1cccc(F)c1)c1ccc(NC(=O)Cc2ccccc2)cc1	-2.1	13.6	2.7	0.6	-5.4	-5.6	-5.5	-5.0	-7.3
20	Cc1ccc(Nc2nc(N)nc(CN3CCN(Cc4ccc5c(c4)OCO5)CC3)n2)cc1	0.5	25.3	-0.4	17.0	-4.9	-14.4	-0.3	1.8	-14.1
21	Cc1ccc(OCC(=O)N(Cc2ccccc2)c2c(N)n(Cc3ccccc3)c(=O)[nH]c2=O)c(C)c1	-4.6	16.1	1.8	21.7	-2.1	-7.3	-0.4	4.3	15.0
22	Cc1nc2oc3ccc(F)cc3c(=O)c2cc1C(=O)NC(C)(C)C	-0.1	-44.4	2.7	14.3	-4.1	4.8	0.6	14.5	5.7
23	CCC(=O)N(Cc1ccco1)c1nc(-c2cc(OC)ccc2OC)cs1	4.6	-4.8	-0.4	6.4	-4.2	-7.3	2.6	13.1	5.8
24	O=C(CSc1nc2ccc([N+](=O)[O-])cc2[nH]1)NC1CCCCCC1	-1.1	-2.3	-0.7	11.4	-1.4	20.0	-2.7	10.8	12.7

Some of the entries so far, screen by screen.
22	Cc1nc2oc3ccc(F)cc3c(=O)c2cc1C(=O)NC(C)(C)C
24	O=C(CSc1nc2ccc([N+](=O)[O-])cc2[nH]1)NC1CCCCCC1
23	CCC(=O)N(Cc1ccco1)c1nc(-c2cc(OC)ccc2OC)cs1
assay / compound	22	24	23
XBP1 UPR activ	-0.1	-1.1	4.6
Mdm2-MdmX inh	-44.4	-2.3	-4.8
CHOP UPR activ	2.7	-0.7	-0.4
NLRP3 yeast inh	14.3	11.4	6.4
APJ ag	-4.1	-1.4	-4.2
TIM10 inh	4.8	20.0	-7.3
NR3A LBD binder	0.6	-2.7	2.6
tim10-1 inh	14.5	10.8	13.1
tim23-1 inh	5.7	12.7	5.8

In another format: results already given
(24) O=C(CSc1nc2ccc([N+](=O)[O-])cc2[nH]1)NC1CCCCCC1
- XBP1 UPR activ: -1.1
- Mdm2-MdmX inh: -2.3
- CHOP UPR activ: -0.7
- NLRP3 yeast inh: 11.4
- APJ ag: -1.4
- TIM10 inh: 20.0
- NR3A LBD binder: -2.7
- tim10-1 inh: 10.8
- tim23-1 inh: 12.7

(22) Cc1nc2oc3ccc(F)cc3c(=O)c2cc1C(=O)NC(C)(C)C
- XBP1 UPR activ: -0.1
- Mdm2-MdmX inh: -44.4
- CHOP UPR activ: 2.7
- NLRP3 yeast inh: 14.3
- APJ ag: -4.1
- TIM10 inh: 4.8
- NR3A LBD binder: 0.6
- tim10-1 inh: 14.5
- tim23-1 inh: 5.7

(23) CCC(=O)N(Cc1ccco1)c1nc(-c2cc(OC)ccc2OC)cs1
- XBP1 UPR activ: 4.6
- Mdm2-MdmX inh: -4.8
- CHOP UPR activ: -0.4
- NLRP3 yeast inh: 6.4
- APJ ag: -4.2
- TIM10 inh: -7.3
- NR3A LBD binder: 2.6
- tim10-1 inh: 13.1
- tim23-1 inh: 5.8
